# ABCB1 block – ABCB1 efflux pump inhibitors, primary screen, cell-based, multiplex, flow cytometry, ABCG2 counter-screen; ATP-dependent translocase ABCB1 (Homo sapiens), P08183; hit rate 0.067% among 190,000; CCRF-Adr cells, JC-1 efflux; inhibition, % at 6.6 µM; AID 1326, 2008; in the data active = inhibition above about 40%;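 note: 0% = vehicle and 100% = reference inhibitor; higher value means more JC-1 retained so stronger ABCB1 efflux block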
# Bcl-B Bim block – inhibitors of Bim-Bcl-B binding, primary screen, biochemical, multiplexed, human Bcl-2 family; bead-based flow cytometry, Bim peptide-Bcl-B binding; hit rate 0.073% among 190,000; inhibition, % at 10 µM; Bcl-2-like protein 10 (Homo sapiens), Q9HD36;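 note: 0% = tracer peptide without compound and 100% = reference inhibitor peptide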
# RGS7-Gao reg – RGS7-Galphao binding modulators, primary screen, biochemical, multiplexed bead flow cytometry; hit rate 0.35% among 220,000; binding response (% of control), % at 10 µM; AID 1439, 2008; actives lie on both sides; Guanine nucleotide-binding protein G(o) subunit alpha (Homo sapiens), P09471; in the data active = binding response below about 49% or above about 150%; inconclusive = no clear call, values can overlap the other calls; inactive = in between;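 note: fluorescent Galphao held in activated GDP-AlF4 state binding bead-coupled RGS7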
# RGS4-Gao reg – modulators of RGS4 binding to Galphao, primary screen, biochemical, multiplexed bead flow cytometry. Guanine nucleotide-binding protein G(o) subunit alpha (Homo sapiens), P09471. actives lie on both sides. binding response (% of control), % at 10 µM. hit rate 0.33% among 220,000; in the data active = binding response below about 49% or above about 150%; inactive = in between;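 note: fluorescent Galphao activated with aluminum fluoride binding bead-coupled RGS4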
# RGS8-Gao – RGS8-Galphao binding modulators, primary screen, biochemical, multiplexed bead flow cytometry; Guanine nucleotide-binding protein G(o) subunit alpha (Homo sapiens), P09471; actives lie on both sides; hit rate 0.34% among 220,000; response (percent of control binding), % at 10 µM; in the data active = response below about 60% or above about 140%; inactive = in between;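 note: Galphao activated as the GDP aluminium fluoride complex binding bead-coupled RGS8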
# ABCG2 block – ABCG2 efflux pump inhibitors, primary screen, multiplex with ABCB1, IgMXP3 cells, flow cytometry; hit rate 0.1% among 190,000; Broad substrate specificity ATP-binding cassette transporter ABCG2 (Homo sapiens), Q9UNQ0; inhibition, % at 6.6 µM; JC-1 efflux;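 active = inhibition above 80%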;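 note: 0% = DMSO and 100% = nicardipine control wells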
# Target sequence (Q9UNQ0 whole entry, looked up): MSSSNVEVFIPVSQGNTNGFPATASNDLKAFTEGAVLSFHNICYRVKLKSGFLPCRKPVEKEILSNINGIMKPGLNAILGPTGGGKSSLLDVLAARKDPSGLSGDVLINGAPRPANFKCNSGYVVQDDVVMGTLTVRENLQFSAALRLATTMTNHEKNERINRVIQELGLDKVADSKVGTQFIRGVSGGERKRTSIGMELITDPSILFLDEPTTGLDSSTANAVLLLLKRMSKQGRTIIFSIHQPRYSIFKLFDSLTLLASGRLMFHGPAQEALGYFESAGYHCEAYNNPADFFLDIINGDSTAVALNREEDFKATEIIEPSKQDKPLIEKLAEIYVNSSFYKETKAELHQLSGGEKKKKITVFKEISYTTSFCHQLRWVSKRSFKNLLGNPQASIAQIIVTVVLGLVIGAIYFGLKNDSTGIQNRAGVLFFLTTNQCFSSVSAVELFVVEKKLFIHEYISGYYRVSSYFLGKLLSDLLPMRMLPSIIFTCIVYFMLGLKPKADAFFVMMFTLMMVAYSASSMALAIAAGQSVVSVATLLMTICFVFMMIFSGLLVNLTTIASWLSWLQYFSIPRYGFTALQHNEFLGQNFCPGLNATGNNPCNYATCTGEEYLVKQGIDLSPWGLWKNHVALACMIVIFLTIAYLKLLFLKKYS
#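 Test system: ABCG2 IgMXP3 and barcoded ABCB1 CCRF-Adr cell mix; Schedule: cells with compound and JC-1, 10 min at 25 °C, rotating, no wash; Technique: flow cytometry of retained JC-1 fluorescence; Measure: % inhibition of efflux relative to nicardipine and DMSO; Controls: nicardipine high and DMSO low controls.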
# Bfl-1 Bim block – inhibitors of Bim binding to Bfl-1, primary screen, biochemical, multiplexed, bead-based flow cytometry | Bim-Bfl-1 binding inhibition | inhibition, % at 10 µM | hit rate 0.12% among 190,000 | AID 1008, 2008;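 note: 0% = wells without compound plus tracer and 100% = blocker peptide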
# Bim-Bcl-W – inhibitors of Bim binding to Bcl-W, primary screen, biochemical, multiplexed, bead-based flow cytometry | Bim peptide-Bcl-W binding | inhibition, % at 10 µM | hit rate 0.02% among 190,000 | AID 952, 2007;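 note: 0% = bound tracer without compound and 100% = peptide blocker; higher means less fluorescent Bim peptide bound to Bcl-W beads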
# Target sequence (Q92843 whole entry, looked up): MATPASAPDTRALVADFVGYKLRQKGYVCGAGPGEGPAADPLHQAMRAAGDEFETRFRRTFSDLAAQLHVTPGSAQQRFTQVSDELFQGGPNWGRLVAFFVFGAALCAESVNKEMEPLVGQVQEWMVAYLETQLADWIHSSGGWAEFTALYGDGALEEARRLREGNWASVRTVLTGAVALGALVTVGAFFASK
# Bim-Bcl-XL – inhibitors of Bim-Bcl-XL binding, primary screen, biochemical, multiplexed, bead flow cytometry, human Bcl-XL; Bcl-2-like protein 1 (Homo sapiens), Q07817; Bim peptide-Bcl-XL binding, fluorescence; inhibition, % at 10 µM; hit rate 0.04% among 190,000; AID 1007, 2008
# Bim-Mcl-1 – inhibitors of Bim peptide binding to Mcl-1, primary screen, biochemical, bead-based flow cytometry, multiplex; Bim peptide-Mcl-1 binding; inhibition, % at 10 µM; hit rate 0.1% among 190,000;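 note: 0% = no compound tracer wells and 100% = peptide blocker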
# Bcl-2 Bim block – inhibitors of Bim-Bcl-2 binding, primary screen, biochemical, multiplexed, human Bcl-2 family. Apoptosis regulator Bcl-2 (Homo sapiens), P10415. Bead-based flow cytometry, Bim peptide-Bcl-2 binding. inhibition, % at 10 µM. hit rate 0.06% among 190,000. AID 950, 2007; in the data active = inhibition above about 40%; inconclusive = no clear call, values can overlap the other calls;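 note: 0% = no compound wells with probe peptide and 100% = reference peptide inhibitor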
# Target sequence (P10415 whole entry, looked up): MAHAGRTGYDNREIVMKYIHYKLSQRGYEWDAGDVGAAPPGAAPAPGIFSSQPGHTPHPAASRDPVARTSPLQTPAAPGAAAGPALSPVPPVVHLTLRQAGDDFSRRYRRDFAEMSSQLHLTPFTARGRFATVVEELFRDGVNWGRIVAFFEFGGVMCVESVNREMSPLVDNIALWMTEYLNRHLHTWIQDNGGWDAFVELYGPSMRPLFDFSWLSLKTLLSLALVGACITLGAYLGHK
# * hit, by the source's call; ? = inconclusive. Cut-off read from the data, not from the text of the source, unless noted: active = inhibition above about 40%.
SMILES,ABCB1 block,Bcl-B Bim block,RGS7-Gao reg,RGS4-Gao reg,RGS8-Gao,ABCG2 block,Bfl-1 Bim block,Bim-Bcl-W,Bim-Bcl-XL,Bim-Mcl-1,Bcl-2 Bim block
CCOP(=O)(OCC)C(Nc1cc(Cl)cc(Cl)c1)c1cccc(O)c1 (stereo unspecified),0.9,-1.0,106.2,100.3,100.5,8.6,-3.0,1.0,-2.0,5.0,3.0
CSc1nc2ccccc2s1,0.2,-6.0,99.3,94.3,93.7,0.6,-1.0,0.0,-1.0,0.0,-1.0
c1ccc(N2CC[N+]3(CCCC3)CC2)nc1,-0.4,-3.0,95.3,97.8,97.5,-0.8,-9.0,-1.0,-3.0,2.0,-7.0
FC(F)Oc1ccc(NC(=S)NCc2ccccc2)cc1Cl,0.0,-7.0,101.7,107.2,100.5,0.6,-6.0,-1.0,-5.0,-2.0,-7.0
CC(CN1CCCCC1)NC(=O)c1cc(-c2ccccn2)nc2ccc(Cl)cc12 (stereo unspecified),1.3,0.0,?,100.0,101.0,3.3,-2.0,-3.0,-5.0,-1.0,0.0
Cc1ccc2cc(CN(Cc3ccc4c(c3)OCO4)Cc3nnnn3Cc3ccco3)c(=O)[nH]c2c1C,4.1,-11.0,96.9,98.4,95.0,7.5,-5.0,1.0,-6.0,-4.0,-9.0
CCc1nnc(NC(=O)CSc2ncc(-c3ccccc3)n2CC)s1,-0.1,-6.0,100.1,104.7,101.8,12.1,-11.0,2.0,-2.0,-4.0,-4.0
Cc1nccc2[nH]c(=O)c(C(=O)NC(C)CCc3ccccc3)cc12 (stereo unspecified),1.0,-5.0,103.9,103.3,100.3,3.3,-2.0,-6.0,-3.0,-3.0,-1.0
CCNc1nc(NC(C)C)nc(Oc2ccc(/C=N/O)cc2)n1,0.1,-10.0,105.2,97.1,98.3,1.7,-8.0,5.0,3.0,-8.0,-9.0
Cc1ccc(NS(=O)(=O)c2ccc(OCC(=O)NCc3cccnc3)cc2)cc1,0.7,-5.0,88.4,89.2,69.0,2.9,-2.0,-6.0,-4.0,-6.0,0.0
CCc1cc(C(=O)NNC(=S)NCc2ccccc2)cs1,0.3,-12.0,96.8,89.7,91.8,2.1,-10.0,0.0,-4.0,-4.0,-10.0
CCCOc1ccc(C2C(C(=O)c3ccco3)=C(O)C(=O)N2CCN2CCOCC2)cc1OC (stereo unspecified),-2.8,-1.0,99.9,99.8,102.7,-1.9,-4.0,0.0,-1.0,0.0,0.0

# Quoted at random: four entries already listed.
SMILES,ABCB1 block,Bcl-B Bim block,RGS7-Gao reg,RGS4-Gao reg,RGS8-Gao,ABCG2 block,Bfl-1 Bim block,Bim-Bcl-W,Bim-Bcl-XL,Bim-Mcl-1,Bcl-2 Bim block
Cc1nccc2[nH]c(=O)c(C(=O)NC(C)CCc3ccccc3)cc12 (stereo unspecified),1.0,-5.0,103.9,103.3,100.3,3.3,-2.0,-6.0,-3.0,-3.0,-1.0
CCc1nnc(NC(=O)CSc2ncc(-c3ccccc3)n2CC)s1,-0.1,-6.0,100.1,104.7,101.8,12.1,-11.0,2.0,-2.0,-4.0,-4.0
CCCOc1ccc(C2C(C(=O)c3ccco3)=C(O)C(=O)N2CCN2CCOCC2)cc1OC (stereo unspecified),-2.8,-1.0,99.9,99.8,102.7,-1.9,-4.0,0.0,-1.0,0.0,0.0
c1ccc(N2CC[N+]3(CCCC3)CC2)nc1,-0.4,-3.0,95.3,97.8,97.5,-0.8,-9.0,-1.0,-3.0,2.0,-7.0

# Carrying on.
SMILES,ABCB1 block,Bcl-B Bim block,RGS7-Gao reg,RGS4-Gao reg,RGS8-Gao,ABCG2 block,Bfl-1 Bim block,Bim-Bcl-W,Bim-Bcl-XL,Bim-Mcl-1,Bcl-2 Bim block
COc1ccccc1OC(=O)CN1C(=O)c2ccccc2C1=O,-0.2,-6.0,98.4,103.5,102.3,1.2,-12.0,4.0,-9.0,-1.0,-8.0
CC(=O)C1=C(c2cccc([N+](=O)[O-])c2)N(C(C)=O)n2c(C)nnc2S1,0.7,-3.0,100.3,101.8,100.2,13.1,8.0,1.0,-5.0,0.0,-1.0
O=C(Nc1ccc(Br)cc1)c1cccn1-c1ncc(C(F)(F)F)cc1Cl,0.5,-6.0,106.0,103.2,99.7,2.8,-8.0,3.0,-5.0,0.0,-5.0
CC(C)(C)NC(=O)c1ccc2c(c1)C1C3CCC(C3)C1C(c1ccccc1)N2 (stereo unspecified),2.0,-4.0,96.2,98.4,100.0,12.9,-6.0,0.0,-4.0,-2.0,-1.0
Cn1c(=NC(=O)CCl)sc2ccccc21,-0.4,0.0,98.9,100.8,99.6,-0.4,-3.0,-4.0,-4.0,-2.0,-6.0
O=C(c1ccco1)N1CCN(C2CCCC2)CC1,1.2,-1.0,93.9,99.7,101.9,6.3,-4.0,3.0,-3.0,3.0,0.0
CCCCCC(=O)Nc1ccc2ccccc2c1,0.9,2.0,97.4,100.0,86.3,21.4,0.0,2.0,0.0,1.0,1.0
CCc1c(O)nc(SCc2nc3ccccc3c(=O)[nH]2)[nH]c1=O,-0.1,-3.0,100.8,100.8,98.7,0.0,-1.0,0.0,0.0,3.0,-3.0
CSc1nc(C)c(C(=O)Nc2ccccc2)c(C)c1C#N,1.4,-7.0,97.0,100.0,103.6,1.6,-10.0,0.0,-3.0,0.0,-9.0
COc1ccc(C2Nc3ccccc3C(=O)N2c2ccc(C)cc2)cc1Cn1nc(C)c([N+](=O)[O-])c1C (stereo unspecified),28.6,-8.0,98.1,101.0,99.9,35.0,-16.0,0.0,-6.0,0.0,-5.0
Cc1ccc(S(=O)(=O)N2CCCCC2)cc1C(=O)N1CCN(c2ccccn2)CC1,1.8,-3.0,?,101.1,101.5,6.4,-6.0,-3.0,-4.0,-2.0,-6.0
Cc1ccccc1NC(=O)C1(C)Cc2ccccc2C(=O)O1 (stereo unspecified),0.8,-3.0,92.8,93.3,97.2,3.1,-9.0,-3.0,-1.0,-2.0,2.0
Cc1c(C(=O)/C=C/c2cccs2)oc2ccc(F)cc12,0.3,-15.0,101.8,100.7,104.5,2.5,-10.0,3.0,-1.0,2.0,-11.0
Cc1nn(-c2ccccc2)c(C)c1-c1cc(C(=O)N/N=C/c2cccnc2)[nH]n1,-1.1,-1.0,99.2,103.8,100.1,9.8,-5.0,-2.0,1.0,-1.0,-5.0
Nc1c(C(=O)NCc2ccco2)c2nc3ccccc3nc2n1CCc1ccccc1,1.6,-10.0,98.4,96.7,84.2,8.6,13.0,3.0,3.0,6.0,5.0
O=C(NC1CCCC1)c1n[nH]c2ccccc12,-0.2,-2.0,?,104.3,101.8,0.9,-3.0,0.0,0.0,0.0,-1.0
COc1nn(C(C)C(=O)N2N=C(C(F)F)CC2(O)C(F)F)cc1[N+](=O)[O-] (stereo unspecified),1.1,0.0,104.9,101.7,103.8,1.7,0.0,1.0,5.0,2.0,5.0
c1ccc2c(c1)CCCN2c1nc2ccccc2n2cnnc12,0.0,-3.0,95.6,97.9,98.2,1.0,-2.0,2.0,0.0,0.0,1.0
CCOC(=O)C(=O)Nc1ccc2c(c1)OCO2,-0.1,-3.0,93.7,98.9,99.2,-0.5,-8.0,1.0,7.0,-3.0,-9.0
O=C(COC(=O)/C=C/c1ccccc1Cl)NCc1ccco1,0.1,-6.0,95.9,97.9,101.3,0.9,-6.0,-4.0,-2.0,-1.0,-6.0
C=CCN1C(=O)/C(=C/c2ccc(OCC(=O)O)cc2)S/C1=N/c1nccs1,-0.6,-1.0,105.3,100.9,109.7,-3.1,-2.0,-3.0,-6.0,-8.0,-1.0
c1ccc(N2CCN(Cc3nnnn3C3CCCCC3)CC2)cc1,0.7,-8.0,87.4,91.6,86.5,-0.3,-13.0,-2.0,-7.0,-7.0,-10.0
O=C(Nn1c(SCc2ccccc2F)nc2ccsc2c1=O)c1ccccc1,0.6,-5.0,95.0,98.5,91.7,-1.3,0.0,0.0,-3.0,0.0,1.0
O=C(O)CCCCCCCCCCCc1ccccc1,0.2,0.0,101.9,99.1,106.9,0.8,0.0,6.0,1.0,5.0,2.0
COc1ccc(NC(=O)CCOc2ccccc2)cc1,0.4,-5.0,101.8,98.3,98.0,1.2,3.0,0.0,0.0,-2.0,-1.0
O=C(Cc1c[nH]c2ccccc12)Nc1nnc(C2CC2)s1,0.1,-5.0,96.5,103.0,99.3,0.2,6.0,-1.0,-2.0,1.0,-1.0
OCCNC(=S)Nc1ccc(Oc2ccccc2)cc1,0.3,-2.0,?,100.6,99.8,1.4,-5.0,0.0,-2.0,-1.0,-1.0
CCC(C)(C(=O)NC1CCCCC1)N(CC1CCCO1)C(=O)c1ccccn1 (stereo unspecified),1.0,-5.0,97.8,98.1,100.8,2.5,-15.0,3.0,-2.0,0.0,-7.0
Cc1ccc(C2N(c3ccccc3)C(=O)N3CCCN23)cc1 (stereo unspecified),-0.8,-1.0,98.9,101.2,101.3,-2.0,3.0,-4.0,-3.0,-4.0,0.0
CCN1C(=O)c2cccc3c(NC(=O)C(C)(C)C)ccc1c23,0.3,-14.0,109.3,99.8,107.6,1.7,-2.0,-13.0,-6.0,-8.0,-6.0
COCCCn1[nH]c2c3c(ccc2c1=O)C(=O)c1ccccc1C3=O,1.2,-5.0,98.5,97.5,98.1,12.5,-11.0,-1.0,-1.0,-2.0,-4.0
O=C(CSc1ccsc1[N+](=O)[O-])N1CCN(c2ccccc2)CC1,1.1,-6.0,98.7,99.1,102.7,38.5,0.0,-7.0,-3.0,-5.0,0.0
O=C1Nc2ccccc2N(O)N1c1ccc(S(=O)(=O)N2CCCCCC2)cc1,0.3,1.0,100.0,106.5,104.0,1.0,1.0,1.0,-3.0,1.0,2.0
Cc1nn(C(C)(C)C)c(OC(=O)c2ccc(Br)o2)c1Sc1ccccc1,0.4,-9.0,95.2,94.1,97.0,17.2,-20.0,-3.0,-12.0,-6.0,-10.0
Cc1c(C(=O)NCc2ccccn2)sc2nc(-c3ccc(F)cc3)cn12,1.7,0.0,100.3,106.0,97.2,10.2,0.0,0.0,1.0,1.0,-3.0
Cn1c(=O)c2c(nc(NCc3ccccc3)n2Cc2ccc(F)cc2)n(C)c1=O,-2.3,-8.0,96.3,97.7,101.0,-0.9,-10.0,1.0,-3.0,-1.0,-11.0
COC(=O)[C@H](CCSC)NC(=O)Nc1ccc(OC)cc1OC,0.7,-10.0,98.0,99.6,101.5,3.7,-13.0,-2.0,-3.0,-1.0,-12.0
CCOc1ccc(C2C(C#N)=C(N)Oc3cc(C)oc(=O)c32)cc1 (stereo unspecified),0.2,-3.0,99.3,96.9,98.8,0.5,-9.0,0.0,-2.0,-2.0,-3.0

# Source: PubChem BioAssay (NMMLSC)
